Source: PubChem BioAssay (National Center for Advancing Translational Sciences (NCATS))
Eya2 phos inh = Eya2 (human) phosphatase inhibition. O00167. recombinant Eya2, OMFP fluorescence dephosphorylation (OMFP is methylfluorescein phosphate). Potency, µM (series often up to 76.9 µM), inactives show at the top dose activity, negative = inhibition, hits mostly inhibitors. hit rate 0.006% among 330,000. AID 488837; further: potency means the concentration at half of the fitted maximal effect; on the % scale 0 is the no-effect control and ±100 the full control effect
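Eya2 (0.2 uM) preincubated 10 min at ambient with compound, then OMFP substrate added at 50 uM; 10 min reaction in 50 mM HEPES pH 7.5, 50 mM NaCl, 5 uM MgCl2, 0.05% BSA, 1 mM DTT. Fluorescence read at Ex 485/Em 525 nm.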
a7 integrin act = activates integrin-mediated alleviation for muscular dystrophy; AID 624291; Potency, µM (titrated, usually from 38.3 µM), for the others: at the highest dose activation, usual class: activators; hit rate 0.064% among 350,000; alpha7betagal myoblasts, beta-gal FDG fluorescence, 48 h;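 further: potency means the concentration at half of the fitted maximal effect; 100% = response of the positive control SU9516; nearly all actives have a fitted effect of over 60% in size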
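alpha7betagal+/- myoblasts (passage 13, 250/well) treated 48 h at 37C with compounds at 1:260 dilution of DMSO stock. Lysed, then beta-galactosidase activity read as FDG fluorescence (ex 480/em 540) after 30 min, with pre-read for autofluorescence.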
TRPV1 ag = human TRPV1 agonism; activation, % at 8.33 µM; TRPV1-expressing cells, Fluo-8 calcium influx, agonist mode; hit rate 0.19% among 320,000; in the data active means activation above about 80%; inconclusive means between about 30% and that limit; further: 0% is about no effect
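TRPV1-expressing cells were cultured overnight at 35.5C and loaded with Fluo-8 calcium dye for 40 to 90 min at room temperature. After a 10 s baseline, compound was added and calcium influx was read kinetically for 3 min (ex 480/em 520 nm).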
ELG1 genotox = induces genotoxicity in HEK293T cells with luciferase-tagged ELG1. HEK293T ELG1-luciferase reporter, luminescence, 16 h. Potency, µM (highest dose often 46 µM), for the others: at the top dose activity change, positive = activation, usual class: activators. hit rate 1.3% among 330,000; further: potency means the concentration at half of the fitted maximal effect; % of control where 0% means no effect; nearly all actives have a fitted effect of over 60% in size
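Genotoxic stress is detected as increased luminescence from luciferase-tagged ELG1 in HEK293T cells, measured with ONE-Glo after a 16 hr treatment at 37 °C.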
USP2a inh = inhibitors of human ubiquitin-specific protease USP2a; O75604; USP2 core, Ub-CHOP2 coupled fluorogenic reporter, 485/531; Potency, µM (highest dose often 38.3 µM), for inactives: at the highest dose activity change, negative = inhibition, usual class: inhibitors; hit rate 0.01% among 330,000; AID 463254;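 further: potency means the concentration at half of the fitted maximal effect; plate controls were DMSO wells for no effect and full inhibition by NEM control for full effect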
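Deubiquitinase activity read as fluorescence (485/531 nm) after Ub-CHOP2 cleavage activates the enterokinase reporter on its substrate; USP2 core 10nM, Ub-CHOP2 and substrate 25nM each, 30min compound preincubation then 60min RT; data normalized to NEM, curves fitted.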
TSG101-PTAP inh = blocks PTAP/TSG101 interaction to inhibit HIV-1 budding | Q99816 | Fluorescence polarization, FITC-PTAP peptide / Tsg101 binding | 340,000 tested, under 10 active | Potency, µM (top dose mostly 115 µM), for inactives: at the highest dose activity change, negative = inhibition, hits mostly inhibitors; active means well fitted inhibition curve with a large enough effect in the main read-out, with a control signal flat, not every such curve was filed as active; inconclusive means small, poorly fitted or top-dose-only effect, or effect the other way, or a change in a side signal; inactive means no such curve, though single readings can be large or run the other way; further: potency means the concentration at half of the fitted maximal effect; % of control where 0% means no effect
Target sequence (Q99816 whole entry, looked up): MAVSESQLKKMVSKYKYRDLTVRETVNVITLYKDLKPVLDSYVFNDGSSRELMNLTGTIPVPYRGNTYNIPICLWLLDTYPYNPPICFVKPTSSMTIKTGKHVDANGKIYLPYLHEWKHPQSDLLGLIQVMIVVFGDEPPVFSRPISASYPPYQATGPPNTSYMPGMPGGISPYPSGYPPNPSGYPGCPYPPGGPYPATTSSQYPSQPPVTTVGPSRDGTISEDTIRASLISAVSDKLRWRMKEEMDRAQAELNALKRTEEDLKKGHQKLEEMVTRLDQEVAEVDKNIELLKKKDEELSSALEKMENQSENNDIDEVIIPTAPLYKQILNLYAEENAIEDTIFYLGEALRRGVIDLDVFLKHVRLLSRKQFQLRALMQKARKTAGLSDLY
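FP read-out: FITC-PTAP peptide, 50 nM final, binding Tsg101 binding domain, 10 uM final; 20 min, r.t.; 10 mM HEPES pH 7.5, 0.15 M NaCl, 0.01% Tween 20, 3 mM EDTA, 0.1 mM TCEP.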
BRCA1 expr up = increases BRCA1 expression. MCF7-BRCA1-FFLuc reporter, luminescence, 48 h; response scale: scaled: vehicle 0%, 10 µM genistein 100%. Potency, µM (highest dose often 46.1 µM), without a hit: top-dose activation, usual class: activators. hit rate 1.1% among 380,000; further: potency means the concentration at half of the fitted maximal effect; nearly all actives have a fitted effect of over 80% in size; some results filed as inactive show a strong effect at the top dose
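Luminescence from a BRCA1-driven firefly luciferase in MCF7 cells was read after 48 h compound exposure at 37 C. Data normalized against DMSO and a 10microM genistein activation control, then curve-fitted across the titration.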
B2AR arrestin = beta2AR (human) beta-arrestin recruitment activity | P07550 | beta-arrestin recruitment to beta2AR, cell-based reporter | Potency, µM (doses to about 46.1 µM), without a hit: at the highest dose activation, hits mostly activators | hit rate 0.02% among 330,000 | AID 492947;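 further: potency means the concentration at half of the fitted maximal effect; 0% = DMSO controls and full agonism = EC100 isoproterenol or metaproterenol; nearly all actives have a fitted effect of over 65% in size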
uPA surface inh = inhibitors of cell surface uPA generation; cell surface uPA generation assay, qHTS; Potency, µM (series often up to 38.3 µM), inactives show at the top dose activity change, negative = inhibition, actives largely listed as inhibitors; hit rate 0.31% among 330,000; AID 540303; active means well fitted inhibition curve with a large enough effect; inconclusive means small, poorly fitted or top-dose-only effect; inactive means no such curve, though single readings can be large or run the other way; tested in mouse RAW 264.7 cells; further: potency means the concentration at half of the fitted maximal effect; on the % scale 0 is the no-effect control and ±100 the full control effect; nearly all actives have a fitted effect of over 55% in size
p53 reactivation = re-activators of mutant p53 | Potency, µM (highest dose often 92.2 µM), without a hit: at the top dose activity change, positive = activation, usual class: activators | hit rate 0.063% among 320,000 | H1299 p53-A138V BP100-luciferase reporter, luminescence, 24 h; further: potency means the concentration at half of the fitted maximal effect; % of control where 0% means no effect; nearly all actives have a fitted effect of over 45% in size
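p53-null H1299 cells stably carrying temperature-sensitive p53-A138V and a BP100-luciferase reporter were pinned with compounds (4-point, 1:5 series) and held 24 hrs at 37 deg C. Luminescence was read 10 min after detection reagent.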
S-ASM inh = inhibitors of human secretory acid sphingomyelinase. hit rate 0.006% among 340,000. Potency, µM (titrated, usually from 57.5 µM), for inactives: top-dose activity change, negative = inhibition, usual class: inhibitors. placental ASM, HMU-PC fluorogenic substrate, 60 min; further: potency means the concentration at half of the fitted maximal effect
Target sequence (P17405 47-631 limits assumed): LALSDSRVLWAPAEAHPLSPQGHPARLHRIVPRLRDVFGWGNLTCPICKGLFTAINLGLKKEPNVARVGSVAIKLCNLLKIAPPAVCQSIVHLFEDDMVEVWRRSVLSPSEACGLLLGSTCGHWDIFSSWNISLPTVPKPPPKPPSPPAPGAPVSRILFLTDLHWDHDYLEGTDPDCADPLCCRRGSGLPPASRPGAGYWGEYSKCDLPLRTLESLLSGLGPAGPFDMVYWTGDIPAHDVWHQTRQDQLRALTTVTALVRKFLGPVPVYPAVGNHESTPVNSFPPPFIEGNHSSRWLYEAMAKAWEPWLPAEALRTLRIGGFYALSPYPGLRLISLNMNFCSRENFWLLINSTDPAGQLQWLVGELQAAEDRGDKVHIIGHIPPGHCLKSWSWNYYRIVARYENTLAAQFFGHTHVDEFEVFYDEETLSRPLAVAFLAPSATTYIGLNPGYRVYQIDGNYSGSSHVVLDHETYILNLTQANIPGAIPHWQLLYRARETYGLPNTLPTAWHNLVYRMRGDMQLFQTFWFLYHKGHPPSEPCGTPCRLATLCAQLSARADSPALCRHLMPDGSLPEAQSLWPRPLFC
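Steps: dispense placental human ASM, pin compound, wait 10 min at room temperature, add HMU-PC0 substrate at 9 uM final, incubate 60 min at 37 °C, add stop solution raising pH to 10, read fluorescence.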
* marks the source's active call; other numbers are inactive results; [ ] = dose if it differs, or a comment. Unless noted, the call rests on the fitted dose curve; in most records, active means well fitted curve in the direction sought with a large enough effect; inconclusive means small, poorly fitted or top-dose-only effect, or another doubt; inactive means no such curve, though single readings can be large; an effect the other way counts as inactive or inconclusive. Random draw from the library (roughly 2.6% active in at least one column).

How did CC(C)=CC(=O)OCC(=O)Nc1nc(C)c(Cl)cc1Cl do in these assays?
Eya2 phos inh: -2%; a7 integrin act: -3%; TRPV1 ag: -2; ELG1 genotox: 4%; USP2a inh: -1%; TSG101-PTAP inh: -2%; BRCA1 expr up: 15%; B2AR arrestin: -1.1%; uPA surface inh: -1%; p53 reactivation: 1%; S-ASM inh: 3%

What do the screens show for `Cc1[nH]c2c(Cl)cccc2c(=O)c1CN1CCCCCC1`?
Eya2 phos inh: -24%; a7 integrin act: 38%; TRPV1 ag: -9; ELG1 genotox: 0%; USP2a inh: 2%; TSG101-PTAP inh: -1%; BRCA1 expr up: -9%; B2AR arrestin: -0.4%; uPA surface inh: -4%; p53 reactivation: 2%; S-ASM inh: 0%

What do the screens show for `COc1ccc(CC(=O)NCc2ccco2)cc1OC`?
Eya2 phos inh: 4%; a7 integrin act: 6%; TRPV1 ag: -3; ELG1 genotox: 0%; USP2a inh: 1%; TSG101-PTAP inh: -6%; BRCA1 expr up: -3%; B2AR arrestin: -0.6%; uPA surface inh: -3%; p53 reactivation: 0%; S-ASM inh: 3%

Results for CCOc1ccc(S(=O)(=O)n2c(C)nc3ccccc32)cc1 ?
Eya2 phos inh: 10%; a7 integrin act: -1%; TRPV1 ag: -2; ELG1 genotox: 0%; USP2a inh: 2%; TSG101-PTAP inh: 2%; BRCA1 expr up: -7%; B2AR arrestin: 0.0%; uPA surface inh: 13µM*; p53 reactivation: 0%; S-ASM inh: -2%

What do the screens show for `CC1=C(C(=O)OCc2ccccc2)C(c2ccc3ccccc3c2)NC(=O)N1CCCCCC(=O)O` (configuration not stated)?
Eya2 phos inh: 5%; a7 integrin act: -4%; TRPV1 ag: 1; ELG1 genotox: 4%; USP2a inh: 2%; TSG101-PTAP inh: -7%; BRCA1 expr up: 6%; B2AR arrestin: -0.4%; uPA surface inh: -29%; p53 reactivation: 3%; S-ASM inh: -6%

What do the screens show for `COc1ccc(/C(O)=C/Sc2nnc(Cc3ccccc3)o2)cc1`?
Eya2 phos inh: -1%; a7 integrin act: -26%; TRPV1 ag: 16; ELG1 genotox: -7%; USP2a inh: -1%; TSG101-PTAP inh: 1%; BRCA1 expr up: -6%; B2AR arrestin: 0.1%; uPA surface inh: -3%; p53 reactivation: -4%; S-ASM inh: 9%

What do the screens show for `Cn1c(SCc2cnc(-c3ccccc3)s2)nnc1C1COc2ccccc2O1` (configuration not stated)?
Eya2 phos inh: -1%; a7 integrin act: 5%; TRPV1 ag: 7; ELG1 genotox: -3%; USP2a inh: -2%; TSG101-PTAP inh: -9%; BRCA1 expr up: -10%; B2AR arrestin: 0.2%; uPA surface inh: 4%; p53 reactivation: -4%; S-ASM inh: -13%

How did CCCn1c2ccccc2c2cnn(CC(=O)NC(C)CC)c(=O)c21 (configuration not stated) do in these assays?
Eya2 phos inh: 6%; a7 integrin act: 0%; TRPV1 ag: 12; ELG1 genotox: -4%; USP2a inh: 1%; TSG101-PTAP inh: -1%; BRCA1 expr up: -4%; B2AR arrestin: -0.2%; uPA surface inh: 11%; p53 reactivation: -1%; S-ASM inh: -3%

Results for CCN(CC(=O)Nc1ccc2c(c1)OCCO2)C(=O)/C=C/c1ccc(OC)cc1OC ?
Eya2 phos inh: 1%; a7 integrin act: -10%; TRPV1 ag: -3; ELG1 genotox: inconclusive; USP2a inh: -2%; BRCA1 expr up: 62%; B2AR arrestin: 5.0%; uPA surface inh: 10%; p53 reactivation: -8%; S-ASM inh: 0%

How did C=CCn1c(NC(=O)c2ccccc2Cl)c(C#N)c2nc3ccccc3nc21 do in these assays?
Eya2 phos inh: -18%; a7 integrin act: 5%; TRPV1 ag: -6; ELG1 genotox: -7%; USP2a inh: 3%; TSG101-PTAP inh: -2%; BRCA1 expr up: -71%; B2AR arrestin: 0.2%; uPA surface inh: 0%; p53 reactivation: 5%; S-ASM inh: 297%[activator]

What do the screens show for `Cc1ccc(C2(C)NC(=O)N(CC(=O)NC(=O)NC(C)C)C2=O)cc1` (configuration not stated)?
Eya2 phos inh: 16%; a7 integrin act: 0%; TRPV1 ag: -5; ELG1 genotox: -4%; USP2a inh: 2%; TSG101-PTAP inh: 0%; BRCA1 expr up: 5%; B2AR arrestin: -0.3%; uPA surface inh: 3%; p53 reactivation: -3%; S-ASM inh: -2%

How did O=C(NCCCN1CCOCC1)c1cn(-c2ccccc2)nc1-c1ccc(Br)cc1 do in these assays?
Eya2 phos inh: -1%; a7 integrin act: -7%; ELG1 genotox: -9%; USP2a inh: 1%; TSG101-PTAP inh: -3%; BRCA1 expr up: -22%; B2AR arrestin: -0.4%; uPA surface inh: -2%; p53 reactivation: -1%; S-ASM inh: -1%

What do the screens show for `COc1ccc(CCNC(=O)c2cccc(Br)c2)cc1OC`?
Eya2 phos inh: 6%; a7 integrin act: -7%; TRPV1 ag: 14; ELG1 genotox: -1%; USP2a inh: 0%; TSG101-PTAP inh: 2%; BRCA1 expr up: -13%; B2AR arrestin: 0.2%; uPA surface inh: -9%; p53 reactivation: -6%; S-ASM inh: -4%

What do the screens show for `Cc1ccc(-c2nnc(SCC(=O)N3CCOCC3)nc2-c2ccc(C)cc2)cc1`?
Eya2 phos inh: -3%; a7 integrin act: -18%; TRPV1 ag: inconclusive; ELG1 genotox: -2%; USP2a inh: 0%; TSG101-PTAP inh: -1%; BRCA1 expr up: -13%; B2AR arrestin: 3.4%; uPA surface inh: 0%; p53 reactivation: -9%; S-ASM inh: -8%

Results for CCN1C(=O)[C@H]2[C@H]3CN=C(SCc4ccc(C(=O)OC)cc4)N3[C@@](Cc3ccccc3)(C(=O)OC)[C@H]2C1=O ?
Eya2 phos inh: -3%; a7 integrin act: -9%; ELG1 genotox: -6%; USP2a inh: 0%; TSG101-PTAP inh: -4%; BRCA1 expr up: -4%; B2AR arrestin: -0.7%; uPA surface inh: -6%; p53 reactivation: -8%; S-ASM inh: 4%

What do the screens show for `COc1cc(/C=N/NS(=O)(=O)c2ccc(C)cc2)ccc1OCc1ccc(C(=O)O)cc1`?
Eya2 phos inh: -6%; a7 integrin act: inconclusive; TRPV1 ag: -1; ELG1 genotox: inconclusive; USP2a inh: 2%; TSG101-PTAP inh: 0%; BRCA1 expr up: -85%[inhibitor]; B2AR arrestin: -1.2%; uPA surface inh: -1%; p53 reactivation: -9%; S-ASM inh: -3%

What do the screens show for `CCn1nc(C(=O)NCc2ccco2)c(Cl)c1Cl`?
Eya2 phos inh: 0%; a7 integrin act: -19%; TRPV1 ag: 1; ELG1 genotox: -1%; USP2a inh: 3%; TSG101-PTAP inh: -1%; BRCA1 expr up: 30%; B2AR arrestin: -1.0%; uPA surface inh: 2%; p53 reactivation: -1%; S-ASM inh: 2%

How did O=C(NCCCN1CCN(Cc2ccccc2)CC1)C1CCN(c2nnc(-n3cccc3)s2)CC1 do in these assays?
Eya2 phos inh: -11%; a7 integrin act: 14%; TRPV1 ag: 3; ELG1 genotox: -9%; USP2a inh: 3%; TSG101-PTAP inh: 1%; BRCA1 expr up: -10%; B2AR arrestin: 0.3%; uPA surface inh: 8%; p53 reactivation: 11%; S-ASM inh: 7%

What do the screens show for `CCN(CC(O)COc1ccc(OCC(O)CN(CC)C2CCCCC2)cc1)C1CCCCC1` (configuration not stated)?
a7 integrin act: -25%; TSG101-PTAP inh: -3%; BRCA1 expr up: -26%; uPA surface inh: 20%; S-ASM inh: 6%

What do the screens show for `CCOc1ccc(NC(=O)CN(C)C(=O)Cn2c(=O)oc3ccccc32)cc1OCC`?
Eya2 phos inh: -22%; a7 integrin act: 21%; TRPV1 ag: -4; ELG1 genotox: 1%; USP2a inh: -2%; TSG101-PTAP inh: -3%; BRCA1 expr up: -22%; B2AR arrestin: -3.1%; uPA surface inh: 9%; p53 reactivation: -1%

How did CN1C(C)(C)c2ccccc2OS1(=O)=O do in these assays?
Eya2 phos inh: -14%; a7 integrin act: 0%; TRPV1 ag: -4; ELG1 genotox: 1%; USP2a inh: 2%; TSG101-PTAP inh: 1%; BRCA1 expr up: 26%; B2AR arrestin: -0.7%; uPA surface inh: 1%; p53 reactivation: 7%; S-ASM inh: 5%
